High-throughput results (PubChem)
Tn7 DDE FP – disrupts Tn7 cyclic peptide binding to fibrin D-Dimer-E complex; FP displacement of FITC-Tn7 peptide from fibrin DD(E); 0% = median of compound wells per plate; 0.13% of 370,000 active; AID 720508; inhibition, % at 8.3 µM; P02675;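 active = inhibition above the mean of compounds falling within the control limits plus 3 SD of them, cut at about 14% in these data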;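 note: 0% = plate median of compound wells and 100% = 10 µM Aha-Tn7 peptide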
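Assay system: human fibrin DD(E) protein / Input: 2 µM fibrin DD(E) / Benchmarks: high control of 10 µM Aha-Tn7 peptide / Measured by: fluorescence polarization of the labelled Tn7 tracer / Medium: Tris buffer with calcium and detergent, pH 7.8 / Timing: 10 min compound pre-incubation, 3 h probe incubation at room temperature / Repeats: one replicate per compound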
PLC-gamma1 inh – inhibitors of human phospholipase C gamma1; P19174; purified PLC-gamma1, fluorogenic substrate, fluorescence; inhibition, % at 12.2 µM; 0.84% of 370,000 active; AID 720700; in the data active = inhibition above about 9.5%
TDP2 absorb – blocks human TDP2 phosphodiesterase activity; recombinant TDP2, T5PNP hydrolysis, p-nitrophenol absorbance 415 nm; 0.34% of 370,000 active; inhibition, % at 12.8 µM; AID 720702;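 active = inhibition above the mean of all tested compounds plus 3 SD, set per campaign, cut at about 25% in these data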;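 note: 0% = DMSO with enzyme and 100% = buffer with substrate but no TDP2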
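Read-out basis: percent inhibition. System: recombinant human TDP2. Buffer or medium: Mg2+-containing Tris-HCl buffer, pH 7.5. Repeats: single replicate. Timing: reaction 2 h, 37 °C. Benchmarks: high control without enzyme, low control DMSO plus TDP2. Probe or stimulus: 5 mM T5PNP. Doses: 12.8 µM only. Measured by: epi absorbance of p-nitrophenol freed from T5PNP by hydrolysis.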
ARFGAP1 inh – rat ARFGAP1 inhibition; Q62848; Arfgap1-stimulated ARF1 GTP hydrolysis, GDP FP detection; inhibition, % at 16.5 µM; 0.26% of 360,000 active; AID 651572;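 active = inhibition above a per-plate limit, mean inhibition of low control wells plus 3 SD, cut at about 25% in these data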;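 note: 0% = DMSO wells with enzyme and 100% = wells lacking Arfgap1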
Target sequence (Q62848 1-136 limits assumed): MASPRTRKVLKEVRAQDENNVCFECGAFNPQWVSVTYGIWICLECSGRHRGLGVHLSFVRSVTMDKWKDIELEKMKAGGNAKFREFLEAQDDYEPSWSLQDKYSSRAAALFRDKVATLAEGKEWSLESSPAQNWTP
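System: truncated rat Arfgap1 GAP domain / Benchmarks: high control wells lacking Arfgap1, low control full reaction with DMSO / Times: compound-enzyme preincubation 20 min, reaction 120 min, detection 60 min, 25 °C / Repeats: one replicate per compound / Also added: human ARF1(Δ1-17)-GTP substrate / Measured by: Tracer-displacement fluorescence polarization with EDTA stop, 620/688 nm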
ADAM17 inh – ADAM17 inhibition, QFRET primary screen. P78536. recombinant ADAM17, EDANS/DABCYL FRET peptide cleavage. inhibition, % at 6.95 µM. 0.83% of 370,000 active;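 active = inhibition above the mean of compounds lying between control limits plus 3 SD, set per campaign, cut at about 8.5% in these data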;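 note: 0% = DMSO-only wells as the low control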
ASAP1 inh – ASAP1 ArfGAP inhibition. Q9ULH1. ASAP1-stimulated ARF1 GTP hydrolysis, GDP FP detection. inhibition, % at 16.5 µM. 0.19% of 360,000 active. AID 624377; in the data active = inhibition above about 25%;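 note: 0% = vehicle with enzyme and substrate and 100% = no enzyme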
Target sequence (Q9ULH1 325-724 limits assumed): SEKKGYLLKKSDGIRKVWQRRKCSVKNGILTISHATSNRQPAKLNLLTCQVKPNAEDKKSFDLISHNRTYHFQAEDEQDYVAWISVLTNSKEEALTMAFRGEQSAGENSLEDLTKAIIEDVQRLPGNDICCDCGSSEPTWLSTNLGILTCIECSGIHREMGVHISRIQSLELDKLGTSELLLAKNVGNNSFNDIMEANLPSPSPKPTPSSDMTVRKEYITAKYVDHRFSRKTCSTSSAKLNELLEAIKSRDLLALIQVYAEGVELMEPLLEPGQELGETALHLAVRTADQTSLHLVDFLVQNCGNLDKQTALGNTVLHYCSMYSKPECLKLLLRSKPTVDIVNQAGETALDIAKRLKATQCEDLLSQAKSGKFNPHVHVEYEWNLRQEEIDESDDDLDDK
ADAM10 inh – inhibitors of human ADAM10; O14672; recombinant ADAM10, EDANS/DABCYL FRET peptide cleavage, 3 h; inhibition, % at 7 µM; 0.62% of 370,000 active; AID 720582;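 active = inhibition above a per-campaign cutoff equal to the mean of compounds falling between control-based bounds plus 3 SD, cut at about 20% in these data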;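 note: 0% = DMSO wells while the 100% control is not disclosed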
DDE Tn6 FP inh – DD(E)-Tn6 binding inhibition, primary FP screen. P02675. Fibrin DD(E) TRITC-Tn6 fluorescence polarization displacement. inhibition, % at 8.3 µM. 0.21% of 370,000 active;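 active = inhibition above a per-campaign cutoff: mean of compounds within control limits plus 3 SD, cut at about 15% in these data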;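 note: 0% = median of all compound wells on the plate and 100% = blocking peptide control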
PLC-beta3 inh – inhibitors of human phospholipase C beta3 | AID 720704 | 0.18% of 370,000 active | inhibition, % at 12.2 µM | Purified PLC-beta3, fluorogenic substrate, fluorescence; in the data active = inhibition above about 11%;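 note: 0% = median of compound wells on plate and 100% = full blocker control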
SIAE inh – human SIAE inhibition, primary screen; Q9HAT2; SIAE FP-Rh probe binding, fluorescence polarization; inhibition, % at 9.66 µM; 0.69% of 370,000 active; AID 1053197;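 active = inhibition above a cutoff: mean of compounds within the control limits plus 3 SD of those, cut at about 17% in these data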;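 note: 0% = plate median of compound wells and 100% = probe without SIAE protein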
Target sequence (Q9HAT2 whole entry, looked up): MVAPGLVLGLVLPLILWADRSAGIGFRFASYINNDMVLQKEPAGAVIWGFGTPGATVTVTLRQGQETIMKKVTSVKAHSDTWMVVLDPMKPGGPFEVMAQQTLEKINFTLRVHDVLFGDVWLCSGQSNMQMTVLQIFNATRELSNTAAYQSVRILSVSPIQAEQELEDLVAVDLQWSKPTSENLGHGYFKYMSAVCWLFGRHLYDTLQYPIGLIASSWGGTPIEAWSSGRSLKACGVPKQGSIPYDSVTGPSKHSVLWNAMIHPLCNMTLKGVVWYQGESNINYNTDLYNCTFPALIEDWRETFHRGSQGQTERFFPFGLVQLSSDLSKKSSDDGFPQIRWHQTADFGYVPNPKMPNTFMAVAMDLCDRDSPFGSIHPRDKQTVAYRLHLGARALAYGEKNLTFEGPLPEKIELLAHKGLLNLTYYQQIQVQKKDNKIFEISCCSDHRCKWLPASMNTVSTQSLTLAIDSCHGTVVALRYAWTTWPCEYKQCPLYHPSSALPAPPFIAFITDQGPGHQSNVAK
* marks the source's active call; other numbers are inactive results; i = inactive.

Structure	Tn7 DDE FP	PLC-gamma1 inh	TDP2 absorb	ARFGAP1 inh	ADAM17 inh	ASAP1 inh	ADAM10 inh	DDE Tn6 FP inh	PLC-beta3 inh	SIAE inh
COc1ccc(OC)c(CN2CCN(C(=O)COc3cccc(C)c3)CC2)c1	0	1	5	5	0	-3	-12	1	3	8
O=C(CCCC1=NS(=O)(=O)c2ccccc2N1)N1CCC2(CC1)OCCO2	2	2	1	-7	1	9	2	1	5	6
O=C1NC(=O)N(c2ccccc2)C(=O)/C1=C/c1coc2ccc(O)cc2c1=O	2	-15	5	-3	-6	-2	-10	2	-32	-22
COc1ccc(C=C2C(=O)NC(=S)NC2=O)cc1OC	-4	0	-9	-13	0	-14	-13	12	-4	-2
COc1ccccc1N1CCN(Cc2ccc(Br)s2)CC1	8	3	-1	4	-1	-16	2	4	6	14
CC(C)(C)c1cc(O)ccc1O	1	0	3	1	-7	1	-11	-2	-6	5
Cc1oc(-c2ccccc2)nc1CN1C(=O)CN=C(c2ccccc2)c2ccccc21	-3	9	-11	-5	0	-4	11	3	5	6
CC(C)=CCC12CN3CCN(CC(C3)C1=O)C2	-4	0	3	-2	0	-18	0	1	2	1
C=C1N2CCC(CC2)C1(O)c1ccc(C)c(C)c1 (stereo not drawn)	-1	2	5	1	-2	0	7	1	0	1
Cc1ccc(N2C(=O)NC(=O)/C(=C\c3ccoc3)C2=O)cc1	-18	-10	-8	-2	-1	-3	-3	9	-15	-16
O=C1C2CCCN2C(c2cccnc2)N1c1ccc(Cl)cc1 (stereo not drawn)	-4	1	-5	-7	-1	-1	-6	-7	0	-3
C(=NN1CCCCCC1)c1c[nH]c2ccccc12	0	-7	-1	0	1	16	4	4	-7	-2
N#CC12CC(=O)N1Cc1cnnn1-c1ccccc12 (stereo not drawn)	8	0	-1	11	-4	8	-12	-7	-4	-3
CC(=O)Nc1ccc(CC(=O)N2CCN(Cc3ccccc3)CC2)cc1	5	-1	-10	8	-4	2	-8	-9	-2	-1
O=C(O)c1ccc(NC(=O)N2C[C@H]3C[C@@H](C2)c2cccc(=O)n2C3)cc1	5	2	2	-8	-1	9	-14	-3	5	1
CC(=O)c1ccc(OCC(=O)N2CCCC(N3CCN(c4ccccc4C)CC3)C2)cc1 (stereo not drawn)	3	5	-3	3	0	2	6	-1	-4	-4
Fc1cccc(CCNCc2ccccn2)c1	0	3	15	2	0	-3	0	-5	5	7
COC(=O)C1=C(c2cccc(OCc3ccccc3)c2)C[C@@H]2CC[C@H]1N2C(=O)NCc1cccc(OC)c1	-6	1	1	0	7	-1	14	1	2	-16
COC(=O)[C@@H]1N=C(c2ccc(OC)cc2)O[C@]12C(=O)N(C)c1ccc(Cl)cc12	4	3	10	5	-5	-1	-7	-2	-4	0
COC(=O)C1=C(c2cccc(OC)c2OC)C[C@@H]2CC[C@H]1N2C(=O)N1CCC(C)CC1	-1	1	-9	-2	3	-2	1	-4	-1	2
Cc1ccc2occ(CN3CC4CC(C3)c3cccc(=O)n3C4)c(=O)c2c1 (stereo not drawn)	11	-7	0	0	-14	-12	-42	0	-8	-1
CN(C)CC1CCCCC1=O (stereo not drawn)	-2	-1	-3	-14	-4	6	2	8	-1	4
COc1cccc(OC)c1C(=O)Nc1nc(N)n(-c2ccccc2)n1	-6	6	-9	14	1	-6	4	4	-1	-7
O=P(N1CCCCCC1)(N1CCCCCC1)N1CC1	2	-1	-4	-12	1	-8	-9	3	-9	4
CC(C)(C)n1nnnc1C(C1CC1)N1CCC2(CC1)C(=O)NCN2c1ccccc1 (stereo not drawn)	7	-2	-6	-6	-2	-10	-4	-3	-2	2
COc1ccc2ccc(O)c(CN3CC=C(c4ccccc4)CC3)c2c1	0	-5	4	8	-4	4	-10	-2	-3	5
CC(C)OP(=O)(Oc1ccc(C(O)C(Cl)(Cl)Cl)cc1)OC(C)C (stereo not drawn)	-8	0	-8	-1	1	-2	9	4	-10	7
CC(=O)O[C@]1(C)C(=O)OC/C2=C/CN(C)CCC(OC(=O)[C@@](O)(C(C)O)C[C@H]1C)C2=O (stereo partly drawn)	1	2	3	4	-5	6	-6	6	2	1
COc1ccccc1-n1c(O)c(/C=N/NC(=S)Nc2ccccc2)c(=O)[nH]c1=S	5	-3	10	10	1	-2	-2	0	-9	-54
COC(=O)C1=C(c2ccccc2OCc2ccccc2)C[C@@H]2CC[C@H]1N2C(=O)NCc1ccc(OC)c(OC)c1	-9	8	-10	-1	12*	-4	16	-2	7	-4
CC=C(CC)C1(CC)C(=O)NC(=S)NC1=O	-10	3	-10	1	0	-6	-6	1	4	-2
C(CCc1nn[nH]n1)CCc1nn[nH]n1	5	-2	8	8	2	6	-3	-6	1	-2
COC(=O)C1=C(N)Oc2cc(C)oc(=O)c2C12C(=O)Nc1ccccc12 (stereo not drawn)	4	-1	-4	-12	-2	8	-9	12	-4	3
COP(=S)(OC)c1c(C)nn(CCC#N)c1NC(=O)c1ccc(Cl)cc1	-5	4	-2	16	2	-8	7	-6	0	-9
CCCN1C2CCCC1CC(NC(C)=O)C2 (stereo not drawn)	-9	5	-2	1	1	-9	4	-5	2	6
ClCCN(CCCl)c1ccc(C2=NCCc3ccccc32)cc1	1	-14	-3	0	1	-1	5	4	-21	0
COc1ccc(-n2c(O)c(C=NCCN3CCN(C(C)=O)CC3)c(=O)[nH]c2=S)cc1	2	1	7	10	-2	-3	15	-4	-7	-3
CCOP(=S)(OCC)Oc1cc(C)nc(C(C)C)n1	4	-5	11	4	-6	-10	-7	2	2	4
C[n+]1ccc(-c2ccncc2)cc1	1	1	-8	-8	-2	-9	-4	4	-1	1
COc1ccc(C2=NCC(=S)Nc3ccc(Cl)cc32)cc1Cl	0	3	4	-1	-1	-3	3	-6	0	0
O=Cc1cn(Cc2c(F)cccc2Cl)c2ccccc12	0	0	-6	-3	-1	-1	-2	-1	1	-9
C=CC(=O)OCCO	-1	3	3	-8	-1	-20	0	5	-2	1
Fc1ccc(CNCCc2ccccc2)cc1	1	4	-8	-13	-36	23	-11	-4	4	-2
CCC1=CCN(CCc2c(C)[nH]c3ccccc23)CC1	6	1	-8	-6	-3	1	-12	12	1	-1
Oc1c(Cl)cccc1Cc1cc(Cl)cc(Cl)c1O	9	-3	-5	6	0	-6	7	6	-3	9
C=CCOc1ccc(CC2C(=O)N(C)C(=O)N(C)C2=O)cc1	1	0	3	9	-1	-16	6	-5	0	-2
CCN(CC)CCCN=Cc1c(O)n(Cc2ccc(F)cc2)c(=O)[nH]c1=O	-6	0	5	-1	-6	-1	-5	0	2	5
O=C(NC(=O)N1CCC2(CC1)OCCO2)c1ccc(Cl)cc1	-1	0	22	7	0	15	-2	-4	-1	-1
O=C(N/N=C/c1c(O)n(Cc2ccc(F)cc2)c(=S)[nH]c1=O)c1ccncc1	6	-63	0	-5	-6	13	-16	2	-84	-53
Cc1ccc(N2C(=O)NC(=O)C3(Cc4ccccc4N4CCCC43)C2=O)cc1 (stereo not drawn)	-9	-31	-3	-2	-7	0	-35	-2	-44	-2
CC(C)OP(=O)(OC(C)C)C(O)c1cccnc1 (stereo not drawn)	-1	1	-9	1	1	8	-12	3	-1	4
CCC(=O)N1CC(=O)Nc2ccc(Br)cc2C1c1ccccc1 (stereo not drawn)	-4	0	2	-1	-2	11	-6	-11	0	-3
CCc1c(C)nc(N)nc1N1N=C1SCC(=O)OC	-4	2	8	-4	-4	-1	-3	3	-5	-3
C#C[C@@]1(O)CCC2C3CCC4=C/C(=N/OCC(=O)NC(CCC(N)=O)C(=O)O)CC[C@]4(C)C3CC[C@@]21C (stereo partly drawn)	-3	3	-10	0	-4	-5	7	-7	2	2
Cc1c(C)c2ccc(OCC(=O)N3CCN(Cc4ccccc4)CC3)cc2oc1=O	6	5	10	-9	-3	22	-8	-8	-2	7
CN1OCC2Cn3c(nc4ccccc43)C21 (stereo not drawn)	-4	-4	-2	-5	0	3	4	6	0	-6
CC(Cl)(Cl)/C(=N/P(=S)(N1CCOCC1)N1CCOCC1)N1CCOCC1	-1	4	-10	-9	1	5	4	4	-7	1
Cc1cccc(C)c1-n1nnnc1C(c1cccs1)N1CCC2(CC1)C(=O)NCN2c1ccccc1 (stereo not drawn)	5	5	-8	3	8	5	-3	-9	-3	-7
NC(N)=N/N=C/c1cn(-c2ccccc2)nc1-c1cccs1	-3	-18	-18	23	-14	17	-45	-8	-30	-2
CCOC(=O)c1ccc2[nH]c(-c3ccc(S(=O)(=O)F)cc3)cc(=O)c2c1	-1	-10	-24	2	-9	10	-20	3	-23	-3

Part of the list above, set out differently.
Molecule: CC(C)OP(=O)(OC(C)C)C(O)c1cccnc1 (stereo not drawn)
  Tn7 DDE FP: -1	PLC-gamma1 inh: 1	TDP2 absorb: -9	ARFGAP1 inh: 1	ADAM17 inh: 1	ASAP1 inh: 8	ADAM10 inh: -12	DDE Tn6 FP inh: 3	PLC-beta3 inh: -1	SIAE inh: 4
Molecule: O=C(NC(=O)N1CCC2(CC1)OCCO2)c1ccc(Cl)cc1
  Tn7 DDE FP: -1	PLC-gamma1 inh: 0	TDP2 absorb: 22	ARFGAP1 inh: 7	ADAM17 inh: 0	ASAP1 inh: 15	ADAM10 inh: -2	DDE Tn6 FP inh: -4	PLC-beta3 inh: -1	SIAE inh: -1

The list goes on.
Structure	Tn7 DDE FP	PLC-gamma1 inh	TDP2 absorb	ARFGAP1 inh	ADAM17 inh	ASAP1 inh	ADAM10 inh	DDE Tn6 FP inh	PLC-beta3 inh	SIAE inh
COC(=O)[C@@H]1N=C(c2ccc(OC)cc2)O[C@]12C(=O)N(Cc1ccc(OC)cc1)c1ccccc12	-3	-1	-4	3	2	11	5	0	1	-10
CC(C)(C)n1nnnc1C(C1CC1)N1CCC(n2c(=O)[nH]c3ccccc32)CC1 (stereo not drawn)	-6	2	-3	-7	-4	-1	-6	7	6	-1
CSc1nnc([C@@H](N)Cc2c[nH]c3ccccc23)o1	-4	-9	6	0	-13	3	-28	0	-20	-1
O=C(c1cc(S(=O)(=O)N2CCCCC2)ccc1F)N1CCC2(CC1)OCCO2	-2	4	-8	5	1	9	7	-5	0	-6
OC(CNCCc1c[nH]c2ccccc12)C(F)(F)F (stereo not drawn)	2	-2	-1	2	-4	9	-12	4	-6	-3
CCCCn1c(N)c(C(=O)NCCN2CCOCC2)c2nc3ccccc3nc21	2	i	1	13	-435	0	i	1	i	-4
CNC(=O)Oc1ccc(-c2cn3cc(C)ccc3n2)cc1	0	-223	0	-14	-79	1	-283	-3	-262	2
CN(C)CCN=Cc1c(O)n(Cc2ccc3c(c2)OCO3)c(=S)[nH]c1=O	-5	-2	5	10	1	1	-3	3	-3	2

A portion of the library (hit frequency here may not be typical).
